Assay outcomes (PubChem BioAssay)
SARS 3CLpro inh = SARS-CoV 3CLpro protease inhibition | 290,000 compounds, 0.14% hits | inhibition, % at 6 µM | recombinant SARS-CoV 3CLpro, quenched FRET peptide cleavage | P0C6X7; in the data active = inhibition above about 12%
TcdB inh = inhibitors of Clostridioides difficile toxin B glycohydrolase. P18177. TcdB glycohydrolase enzymatic assay, plate reader. inhibition, % at 9.99 µM. 350,000 compounds, 0.24% hits. AID 652162; in the data active = inhibition above about 10%
Vc quorum ag = quorum light induction in luxS cqsA deficient V. cholerae; V. cholerae BH1578 lux reporter, luminescence, 6 h; 350,000 compounds, 0.16% hits; activation, % at 18.7 µM; AID 588436; in the data active = activation mostly above about 9.7%, no sharp cut-off; also: not every result past the cut was called active; inactives centre near 0; reference of the scale not given here
PfHsp40 yeast = restores yeast growth despite PfHsp40 toxicity | AID 504582 | S. cerevisiae expressing PfHsp40, growth rescue, ATP luminescence | 340,000 compounds, 0.68% hits | growth rescue, % at 12.5 µM; in the data active = growth rescue above about 28%, passing the limit was not always enough;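 also: yeast W303a lacking pdr1 and pdr3 grown in galactose medium; growth measured after three days at 30 °C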
Y pestis TopoI = Y. pestis Topo-I inhibition via cleavage products; Y. pestis Topo-I cleavage product accumulation, plate reader; activity, % at 10 µM; 360,000 compounds, 0.064% hits; AID 504884; in the data active = activity above about 50%, passing the limit was not always enough; also: inactives centre near 2
BoNT-A LC inh2 = BoNT A light chain protease inhibition | AID 588499 | multiplex microsphere protease substrate cleavage, flow cytometry | inhibition, % at 10 µM | 360,000 compounds, 0.17% hits; also: plate controls were buffer without enzyme for full effect and enzyme alone for no effect
Anthrax LF prot = anthrax lethal factor protease inhibition; inhibition, % at 10 µM; 360,000 compounds, 0.12% hits; P15917; multiplex microsphere protease cleavage assay, LF; AID 588501; also: plate controls were buffer without enzyme for full effect and enzyme alone for no effect
Target sequence (P15917 whole entry, looked up): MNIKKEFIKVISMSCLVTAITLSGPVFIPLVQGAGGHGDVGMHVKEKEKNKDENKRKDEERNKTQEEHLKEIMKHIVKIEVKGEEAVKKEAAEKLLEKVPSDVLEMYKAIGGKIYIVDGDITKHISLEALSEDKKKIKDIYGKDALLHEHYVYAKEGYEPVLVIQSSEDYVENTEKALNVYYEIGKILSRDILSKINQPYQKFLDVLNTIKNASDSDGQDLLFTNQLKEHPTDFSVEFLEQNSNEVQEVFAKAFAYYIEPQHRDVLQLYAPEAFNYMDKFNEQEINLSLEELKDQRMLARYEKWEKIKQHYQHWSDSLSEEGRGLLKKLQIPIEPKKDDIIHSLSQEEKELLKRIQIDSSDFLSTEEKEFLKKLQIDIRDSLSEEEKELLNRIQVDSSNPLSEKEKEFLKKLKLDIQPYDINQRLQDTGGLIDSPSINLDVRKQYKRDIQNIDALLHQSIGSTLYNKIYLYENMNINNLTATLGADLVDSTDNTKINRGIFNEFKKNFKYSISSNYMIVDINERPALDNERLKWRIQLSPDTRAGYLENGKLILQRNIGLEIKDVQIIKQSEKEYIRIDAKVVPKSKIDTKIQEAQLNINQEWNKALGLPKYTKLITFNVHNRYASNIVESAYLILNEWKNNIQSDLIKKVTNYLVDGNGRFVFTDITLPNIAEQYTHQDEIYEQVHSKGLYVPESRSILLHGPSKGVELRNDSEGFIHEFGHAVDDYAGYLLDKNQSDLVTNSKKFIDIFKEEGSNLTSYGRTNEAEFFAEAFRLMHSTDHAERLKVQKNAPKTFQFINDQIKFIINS
SSB-PriA inh = inhibitors of Klebsiella pneumoniae PriA binding to SSB C-terminal tail; AlphaScreen SSBct-PriA binding, biotinylated peptide; inhibition, % at 33 µM; 430,000 compounds, 0.6% hits; in the data active = inhibition mostly above about 37%, no sharp cut-off; inactive = mostly below about 20%;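 also: plate controls were negative control peptide for no effect and reference peptide for full effect; strong numbers were not always called active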
PrPC surface inh = cell surface PrPC inhibition, primary TR-FRET screen; P04156; TR-FRET read-out; inhibition, % at 13.8 µM; 370,000 compounds, 0.43% hits; in the data active = inhibition above about 24%; also: 0% = median of the test wells and 100% = reference compound wells
* marks the source's active call; other numbers are inactive results; i = inactive; x = no result given; & = joins results of further samples. Rule as the data show it, unless noted: active = inhibition above about 30%; inconclusive = no clear call, values can overlap the other calls; inactive = below that. This is a subset, so the mix of outcomes need not match the whole.

SMILES | SARS 3CLpro inh | TcdB inh | Vc quorum ag | PfHsp40 yeast | Y pestis TopoI | BoNT-A LC inh2 | Anthrax LF prot | SSB-PriA inh | PrPC surface inh
O=C(COc1ccc2c(-c3ccccc3)cc(=O)oc2c1)NC1CCS(=O)(=O)C1 (stereo unspecified) | x | 1.4 | -0.3 | -0.7 | -2 | -0.8 | 5 | 8 | 4
CCc1ccccc1NC(=O)CC1CS(=O)(=O)CC1CC(=O)Nc1ccccc1CC (stereo unspecified) | -1 | x | -0.6 | -0.6 | 0 | -0.7 | -3 | -8 | -7
CC1CCN(Cc2ccc(-c3nnn(CC(=O)NC4CCCCC4)n3)cc2)CC1 | 4 | 2.3 | i | -0.2 | 3 | -0.1 | -3 | -2 | 6
Cc1ccc(C(=O)O)cc1N1CCCC1=O | 0 | 1.0 | -0.4 | 1.2 | -10 | -0.8 | -6 | -7 | 8
CC(=O)c1cccc(NC(=O)N2C3CCC2CC(NC(=O)C2CC2)C3)c1 (stereo unspecified) | -3 | 1.3 | i | 0.0 | 4 | -0.5 | -2 | -7 | -3
N#Cc1c(NC(=O)COC(=O)C2CC3C=CC2C3)oc(-c2ccccc2)c1-c1ccccc1 (stereo unspecified) | 4 | x | 0.4 | 1.6 | 0 | -0.4 | -2 | -8 | -3
COc1ccc(C(=O)OCC(=O)NC(=O)CCSc2ccccc2)cc1 | 2 | 0.5 | -0.2 | 1.2 | 8 | -0.4 | 0 | 3 | 4
N#CCc1ccc(NC(=O)Nc2cccc(Cl)c2)cc1 | 2 | x | i | 0.6 | -6 | -0.3 | -1 | 4 | 31*
NS(=O)(=O)c1ccc(NC(=S)Nc2ccc(F)c(F)c2)cc1 | 2 | 1.2 | i | 1.6 | -2 | 0.7 | 1 | 1 | 6
Cc1ccccc1OCCC(=O)OCC(=O)N(C)c1c(N)n(Cc2ccccc2)c(=O)[nH]c1=O | 5 | 1.0 | 0.7 | -0.3 | 19 | -1.1 | 2 | -11 | 3
Cc1cnccc1CN(C)Cc1cn(C)nc1-c1cccc(Cl)c1 | 1 | 0.5 | -0.9 | -0.6 | 2 | -0.3 | -3 | -7 | -2
Nc1c(C(=O)NCc2ccco2)c2nc3ccccc3nc2n1CCc1ccc(F)cc1 | 1 | x | -0.2 | -0.7 | -4 | x | x | 0 | -6
COc1ccc(OC)c(NC(=O)COC(=O)CN(C)S(=O)(=O)c2ccc(C)cc2)c1 | 3 | -11 | 2.4 | -0.3 | 25 | -1.5 | -11 | 0 | 12
O=C(NCC1CCCN1S(=O)(=O)c1cccs1)c1ccccc1 (stereo unspecified) | x | 1.4 | -2.8 | -1.2 | 9 | 1.0 | -5 | -12 | 6
O=C(COCc1cc(-c2ccc3c(c2)OCO3)on1)Nc1cccnc1 | 2 | 1.5 | -0.3 | -0.8 | 5 | 0.7 | 5 | -6 | 8
CN(C)C(=O)CSc1nnc(Cc2ccccc2)n1Cc1ccco1 | -2 | x | 3.3 | 0.3 | 9 | 1.0 | 0 | -7 | 5
CN1CCN(S(=O)(=O)c2cccc(C(=O)Nc3cc(Cl)ccc3N3CCOCC3)c2)CC1 | x | 0.8 | i | -1.2 | 13 | -9.2 | -4 | 0 | 3
CC(C)(C)OC(=O)N1CCC(NC(=O)c2ncn(Cc3ccccc3)c2C(=O)NC2CCN(C(=O)OC(C)(C)C)CC2)CC1 | x | 1.5 | i | 2.1 | 39 | -0.7 | -9 | 8 | -4
Cc1cccc(N2CCN(C(=O)c3ccccc3NC(=O)C3CC=CCC3C(=O)O)CC2)c1 (stereo unspecified) | 2 | x | 0.3 | -1.8 | -5 | -1.5 | 4 | -7 | 4
Cc1cc(C)n(CCCNC(=O)c2ccco2)n1 | x | -0.4 | -2.6 | -0.3 | -5 | -2.7 | -6 | 8 | 1
O=C(Cc1ccccc1)Nc1ccccc1C(=O)O | 6 | x | -0.5 | -1.4 | 11 | 0.3 | 6 | -14 | 1
O=C(Nc1ccc2c(c1)C(=O)OC2)c1ccc(F)cc1F | 6 | 1.6 | -1.2 | -1.2 | 8 | x | x | -13 | 7
COc1ccc(N2CCN(S(=O)(=O)c3ccc4c(c3)NC(=O)CS4)CC2)cc1 | 0 | -2.4 | -0.3 | -0.8 | 9 | -0.9 | -4 | -2 | -6
Fc1ccc(Nc2nc(-c3ccncc3)cs2)cc1 | 0 | -0.2 | 1.1 | 0.3 | -1 | -0.9 | -3 | 7 | -10
Cc1ccc(C(=O)NCC(=O)OCC(=O)c2cc(C)n(Cc3ccco3)c2C)cc1 | -4 | 0.1 | -1.4 | -0.4 | 31 | -1.9 | -7 | 6 | 8

Other records:
SMILES | SARS 3CLpro inh | TcdB inh | Vc quorum ag | PfHsp40 yeast | Y pestis TopoI | BoNT-A LC inh2 | Anthrax LF prot | SSB-PriA inh | PrPC surface inh
C=CCNC(=S)N/N=C/c1ccc(C(C)(C)C)cc1 | 5 | 1.7 | i | 9.7 | -3 | -2.0 | -4 | x | 0
Cc1ccccc1C1C(C#N)=C2N=C(N)c3c(sc4c3CCCCC4)N2C2=C1C(=O)CC(C)(C)C2 (stereo unspecified) | 0 | x | -0.4 | -0.1 | 5 | 3.2 | -4 | 11 | -2
O=C1CNC(=S)N1CCc1ccc(O)c(O)c1 | -7 | 1.3 | i | x | -3 | -0.3 | -5 | -5 | -11
COc1ccc(CC(=O)Nc2ccccc2C(=O)N2CCCC2)cc1 | -10 | 1.0 | -5.3 | -0.7 | 6 | -1.0 | -2 | -12 | -5
COCCn1c(CN2CCN(c3cccc(Cl)c3)CC2)nc2c1c(=O)n(C)c(=O)n2C | -5 | 1.4 | -0.2 | 1.1 | 26 | 0.1 | -4 | 3 | 3
COCCCN1C(=O)C(O)=C(C(=O)c2ccco2)C1c1ccccc1 (stereo unspecified) | 1 | x | -1.7 | -1.1 | 2 | -0.3 | 0 | -7 | 1
CCCNS(=O)(=O)c1ccc(OCC(=O)N2CCN(C)CC2)cc1 | 2 | x | 0.9 | -1.0 | 10 | 0.8 | -8 | 2 | -4
c1ccc2cc(C3CCCCC3)ncc2c1 | x | 0.4 | -3.0 | -0.7 | -5 | -0.8 | 11 | -9 | 2
COc1cc(SC)ccc1C(=O)OCC(=O)NC1CC1 | -2 | 1.5 | 0.2 | 4.1 | 4 | -0.1 | -4 | -3 | 0
CCOc1ccc(NC(=S)NC23CC4CC(CC(C4)C2)C3)cc1 | 0 | 1.0 | i | -1.4 | 2 | -1.2 | 5 | -12 | -2
CC(C)(C)C(=O)COC(=O)CNC(=O)c1ccc(Oc2ccccc2)cc1 | 1 | x | i | 3.1 | -11 | x | x | -24 | -2
C=CCn1c(SCC(=O)Nc2ccccc2CC)nnc1-c1ccncc1 | -1 | 0.7 | 0.9 | -0.2 | -1 | 0.7 | -6 | 6 | x
O=C(CCn1cnc2ccccc2c1=O)Nc1ccc2c(c1)OCCO2 | -5 | x | -5.6 | -0.9 | -3 | -0.1 | -2 | -9 | 0
CCOc1ccc(C(=O)Nc2cccc([N+](=O)[O-])c2)cc1Br | 2 | 1.7 | i | -0.7 | -4 | -0.4 | 0 | -5 | 1
COc1ccc(C(C(C(=O)c2cccs2)N2CCOCC2)N2CCOCC2)cc1OC (stereo unspecified) | 7 | x | 0.3 | 0.2 | -4 | 0.7 | -1 | -8&-10 | -8
CCN(C(=O)CSc1nnc(C)n1-c1cccc(C)c1)C1CCS(=O)(=O)C1 (stereo unspecified) | x | 1.6 | -3.1 | 1.1 | 10 | -0.1 | 8 | -9 | 1
CCC/C=C1/CCCOC(C(=O)NCc2ccc(C)o2)(C(F)(F)F)C1 (stereo unspecified) | x | 0.1 | -0.4 | 0.7 | 21 | -1.0 | -10 | -25 | 5
COc1ccc(-n2c(-c3ccc(Cl)cc3)n[nH]c2=S)c(OC)c1 | x | 1.2 | i | x | 2 | -0.8 | -6 | x | -1
O=C(Nc1cc([N+](=O)[O-])ccc1O)c1ccc2c(c1)C(=O)N(Cc1ccco1)C2=O | 2 | -2.1 | i | -0.5 | -7 | -0.7 | 1 | 6 | -3
CCOC(=O)N1CCC(N2C(=O)c3ccccc3C2Nc2ccc(C)cc2)CC1 (stereo unspecified) | -4 | -3.1 | -0.3 | -0.2 | 11 | -0.2 | -1 | 17 | 4
CCOC(=O)c1cc(C)n(CCCN2CCOCC2)c1C | -1 | x | -6.2 | 0.0 | 6 | 0.9 | 2 | -9 | 11
c1coc(-c2ncc[nH]2)c1 | -4 | x | i | -0.9 | -6 | -1.5 | -5 | -5 | -3
CCn1c(SCC(=O)Nc2ccc(OC)c(OC)c2)nnc1-c1cnccn1 | -5 | 0.1 | -0.5 | 0.6 | 1 | 0.4 | 1 | -1 | -7
CCOC(=O)C1=C(c2ccccc2)NC(=O)NC1c1cc(Cl)c(O)c(OC)c1 (stereo unspecified) | 2 | -0.2 | -0.4 | -0.5 | -9 | -0.3 | 2 | 0 | -3
CCc1ccc(N2C(=O)NC(=O)/C(=C\C=C\c3ccco3)C2=O)cc1 | 6 | 0.2 | 2.4 | -0.1 | 3 | 0.4 | -4 | 1 | -4

(more compounds)
SMILES | SARS 3CLpro inh | TcdB inh | Vc quorum ag | PfHsp40 yeast | Y pestis TopoI | BoNT-A LC inh2 | Anthrax LF prot | SSB-PriA inh | PrPC surface inh
Cc1cc(C)cc(N2CC(C(=O)NC3CCCCC3)CC2=O)c1 (stereo unspecified) | -1 | 1.0 | -0.1 | -1.4 | 7 | 0.4 | 0 | -4 | -10
COc1ccc2[nH]c(C(=O)O)c(NS(=O)(=O)c3ccc(C)cc3C)c2c1 | 0 | -4.3 | -6.9 | 0.7 | -1 | -0.8 | -2 | 8 | -8
O=C(c1ccccc1)N(c1ccccc1)c1ccccc1O | x | 3.1 | i | -1.1 | -1 | -0.2 | -6 | -3 | 0
CCNCc1cc2cc(C)ccc2[nH]c1=O | 5 | -0.9 | -0.4 | -0.7 | 0 | 4.2 | 5 | -14 | 10
N#Cc1c(NC(=O)c2ccco2)sc2c1CCC2 | -3 | 1.5 | 0.4 | 1.0 | -2 | -36 | -12 | -3 | 3
NCc1csc(Nc2cc(Oc3ccccc3)ncn2)n1 | x | -6.5 | -0.4 | x | -2 | -0.1 | -4 | x | 9
Cc1ccc(C2=NN3C(C(=O)c4ccccc4)Oc4ccccc4C3C2)cc1 (stereo unspecified) | -2 | x | -2.2 | 1.6 | -3 | -0.2 | -4 | -10 | 1
